# VP16 counter: inhibits Gal4-VP16 luciferase reporter, ROR gamma counter-screen; Drosophila S2 Gal4-VP16 UAS-luciferase, luminescence, 20 h; Potency, µM (highest dose often 53.6 µM), inactives show at the top dose activity, negative = inhibition, most hits filed as inhibitors; 310,000 tested, 3.5% active; AID 2546;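 note: Gal4-VP16 expression switched on by copper sulfate through the metallothionein promoter; % is set by controls: 0 for no effect and ±100 for the full control effect; nearly all actives have a fitted effect of over 50% in size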
# RORgamma inh: blocks mouse ROR gamma transcriptional activity; Drosophila S2 Gal4-RORgamma UAS-luciferase reporter, 20 h; Potency, µM (highest dose often 53.6 µM), for inactives: at the top dose activity change, negative = inhibition, actives largely listed as inhibitors; 310,000 tested, 5.4% active; note: % is set by controls: 0 for no effect and ±100 for the full control effect; nearly all actives have a fitted effect of over 60% in size
# Target sequence (P51450 whole entry, looked up, the tested form may be a part): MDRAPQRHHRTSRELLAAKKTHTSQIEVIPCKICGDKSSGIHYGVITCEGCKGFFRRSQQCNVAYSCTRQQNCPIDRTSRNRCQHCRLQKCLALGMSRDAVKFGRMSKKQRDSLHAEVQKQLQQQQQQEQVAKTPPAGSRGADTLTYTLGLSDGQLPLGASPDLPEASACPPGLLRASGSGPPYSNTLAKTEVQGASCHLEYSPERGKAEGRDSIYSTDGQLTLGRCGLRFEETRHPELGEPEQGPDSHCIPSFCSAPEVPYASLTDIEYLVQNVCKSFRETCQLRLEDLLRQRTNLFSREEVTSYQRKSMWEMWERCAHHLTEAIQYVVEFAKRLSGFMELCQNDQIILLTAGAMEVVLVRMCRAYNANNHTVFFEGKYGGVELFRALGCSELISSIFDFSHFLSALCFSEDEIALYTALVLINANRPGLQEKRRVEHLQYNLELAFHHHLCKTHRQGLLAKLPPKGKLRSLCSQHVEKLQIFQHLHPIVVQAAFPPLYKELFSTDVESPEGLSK
#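 In this cell-based reporter format, copper sulfate (700 uM final) drives Gal4–ROR gamma fusion expression from a metallothionein promoter in Drosophila Schneider cells; compounds preincubated 1 hr, reporter read after 20 hr at ambient temperature.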
# NPC1 promoter act: activates the NPC1 promoter. Huh7 NPC1 promoter luciferase reporter, 24 h. 320,000 tested, 2.4% active. AID 485313. Potency, µM (titrated, usually from 9.22 µM), inactives show at the highest dose activation, most hits filed as activators;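 note: % of control where 0% means no effect; nearly all actives have a fitted effect of over 60% in size; reporter is driven by a mutant NPC1 promoter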
#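 Cells: Huh7 expressing luciferase under the NPC1 promoter, 1500/well. Seeded 2 h, compound added, incubated 24 h at 37 °C. Luciferase reagent, 10 min ambient, then luminescence.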
# BRCA1 expr up: activators of BRCA1 expression; AID 624202; 380,000 tested, 1.1% active; MCF7-BRCA1-FFLuc reporter, luminescence, 48 h; response scale: scaled: vehicle 0%, 10 µM genistein 100%; Potency, µM (doses to about 46.1 µM), without a hit: top-dose activation, usual class: activators; note: nearly all actives have a fitted effect of over 80% in size; some results filed as inactive show a strong effect at the top dose
#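 Quantitative HTS in MCF7 cells stably reporting BRCA1 expression via firefly luciferase. Compound treatment lasts 48 h at 37 °C in phenol-red free MEM. Activation is expressed relative to genistein at 10 microM and DMSO.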
# uPA surface inh: cell surface uPA generation inhibition | cell surface uPA generation assay, qHTS | Potency, µM (series often up to 38.3 µM), for the others: at the top dose activity change, negative = inhibition, hits mostly inhibitors | 330,000 tested, 0.31% active | AID 540303; active = well fitted inhibition curve with a large enough effect; inconclusive = small, poorly fitted or top-dose-only effect; inactive = no such curve, though single readings can be large or run the other way; tested in mouse RAW 264.7 cells; note: % is set by controls: 0 for no effect and ±100 for the full control effect; nearly all actives have a fitted effect of over 55% in size
# MBNL1 CUG block: MBNL1-poly(CUG) RNA binding inhibition; Potency, µM (series often up to 57.5 µM), for the others: at the top dose activity change, negative = inhibition, most hits filed as inhibitors; 280,000 tested, 0.036% active; TR-FRET MBNL1-His/biotin-(CUG)12 binding, 665/545 ratio; Q9NR56; AID 2675; active = well fitted inhibition curve with a large enough effect in the signal ratio, with a control signal flat, not every such curve was filed as active; inconclusive = small, poorly fitted or top-dose-only effect, or effect the other way, or a change in a side signal; inactive = no such curve, though single readings can be large or run the other way; the % refers to the signal ratio; note: % is set by controls: 0 for no effect and ±100 for the full control effect
#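 Inhibition of protein-RNA binding appears as loss of TR-FRET between terbium anti-His antibody on MBNL1-His and streptavidin-XL665 on biotin-(CUG)12. Activity is normalized to buffer-only and uninhibited-complex controls.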
# p53 reactivation: mutant p53 re-activation in reporter cells; H1299 p53-A138V BP100-luciferase reporter, luminescence, 24 h; Potency, µM (doses to about 92.2 µM), without a hit: top-dose activity change, positive = activation, most hits filed as activators; 320,000 tested, 0.063% active; AID 504706; note: % of control where 0% means no effect; nearly all actives have a fitted effect of over 45% in size
#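 H1299 (p53-null), stable ts p53-A138V + BP100-Luc; 1000 cells/well, Opti-MEM/10% FBS; cpd 4 pt, 1:5; 24 h, 37 deg C, 5% CO2; detection reagent 10 min RT; luminescence.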
# FLuc modulator: firefly luciferase modulation, counter-screen for miR-21 project. Potency, µM (highest dose often 57.5 µM), without a hit: at the highest dose activity change, negative = inhibition, hits mostly inhibitors. purified FLuc, Km substrates, luminescence inhibition. 360,000 tested, 6.9% active. P08659;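 note: plate controls were vehicle for no effect and reference inhibitor for full effect; nearly all actives have a fitted effect of over 55% in size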
# Target sequence (P08659 whole entry, looked up): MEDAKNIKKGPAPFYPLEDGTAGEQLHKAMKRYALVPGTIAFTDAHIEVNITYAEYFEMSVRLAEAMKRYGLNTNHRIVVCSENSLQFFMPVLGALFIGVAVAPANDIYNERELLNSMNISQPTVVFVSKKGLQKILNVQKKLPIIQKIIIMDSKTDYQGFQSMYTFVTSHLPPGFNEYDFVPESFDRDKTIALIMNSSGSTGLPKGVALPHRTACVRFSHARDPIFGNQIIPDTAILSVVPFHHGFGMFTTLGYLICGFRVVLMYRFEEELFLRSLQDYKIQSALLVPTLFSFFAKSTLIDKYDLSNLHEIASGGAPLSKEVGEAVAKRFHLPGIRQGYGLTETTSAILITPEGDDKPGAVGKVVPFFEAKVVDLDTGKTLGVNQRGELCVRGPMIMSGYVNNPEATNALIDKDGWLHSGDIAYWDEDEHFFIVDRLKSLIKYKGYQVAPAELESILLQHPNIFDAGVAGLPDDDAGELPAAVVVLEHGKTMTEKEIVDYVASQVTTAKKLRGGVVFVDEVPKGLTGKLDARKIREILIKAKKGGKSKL
#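 Biochemical qHTS of compounds, final roughly 60 µM downward over six points, against 10 nM purified firefly luciferase using Km concentrations of substrates (10 uM D-luciferin, 10 uM ATP) in Tris acetate pH 7.5 buffer; luminescence output.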
# Rab9 promoter act: Rab9 promoter activation; Huh7 Rab9 promoter-luciferase reporter, luminescence, 24 h; Potency, µM (highest dose often 9.22 µM), inactives show at the highest dose activation, negative = inhibition, usual class: activators; 320,000 tested, 2.8% active; AID 485297; note: % of control where 0% means no effect; nearly all actives have a fitted effect of over 60% in size
#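 Luminescence from Amplite-detected luciferase (10 minutes, ambient) reports Rab9 promoter activation. Before that, stable Rab9-luciferase Huh7 cells (1500/well, reduced-serum OP-MEM I plus 10% FBS) were exposed to compound for 24 hours at 37C.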
# ELG1 genotoxic: induces genotoxicity in HEK293T cells with luciferase-tagged ELG1; HEK293T ELG1-luciferase reporter, luminescence, 16 h; Potency, µM (titrated, usually from 46 µM), without a hit: at the highest dose activity change, positive = activation, most hits filed as activators; 330,000 tested, 1.3% active; AID 504466; note: % of control where 0% means no effect; nearly all actives have a fitted effect of over 60% in size
#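 16 hr compound incubation (37 °C, 5% CO2) of HEK293T cells carrying luciferase-tagged ELG1; luciferase then measured by ONE-Glo luminescence after 30 min at RT.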
# The depositor's hits bear a star; ? = inconclusive; . = no result given; & = joins results of further samples; [ ] = dose if it differs, or a comment. Unless noted, calls come from the whole dose curve; as a rule, active = well fitted curve in the direction sought with a large enough effect; inconclusive = small, poorly fitted or top-dose-only effect, or another doubt; inactive = no such curve, though single readings can be large; an effect the other way counts as inactive or inconclusive. Potency is the fitted concentration of half-maximal effect.
no.	structure	FLuc modulator	NPC1 promoter act	RORgamma inh	MBNL1 CUG block	VP16 counter	uPA surface inh	Rab9 promoter act	p53 reactivation	BRCA1 expr up	ELG1 genotoxic
1	C=CCN1C(=O)C2C(C(=O)NC)C3(C)C=CC2(O3)C1C(=O)NCc1ccc(OC)cc1 (stereo not given)	10%	2%	1%	-10%	-2%	-2%	1%	-1%	6%	-4%
2	Cc1ccc(S(=O)(=O)NC(CN2CCOCC2)=NCCNS(=O)(=O)c2ccccc2)cc1	4%	3%	-3%	-5%	-12%	2%	-5%	-11%	6%	-1%
3	CC(=O)N/C(=C\c1ccc(F)cc1)C(=O)NC(C(=O)O)C(C)C (stereo not given)	1%	0%	14%	-7%	11%	-5%	10%	-2%	0%	-1%
4	COc1ccc(OC(=O)c2cc3ccccc3o2)cc1	0.54µM*	0%	1%	6%	-2%	-8%	-2%	-3%	6%	1%
5	CCCN(CC(=O)Nc1cc(Cl)ccc1Cl)C(=O)/C=C/c1ccco1	-2%	-4%	?	30%[activator]	-90%	1%	12%	1%	-46%	2%
6	Cc1ccccc1N=C1c2ccccc2C(=O)C1[N+](=O)[O-] (stereo not given)	-1%	-2%	0%	?	-8%	1%	-3%	-2%	-3%	2%
7	O=C(Nc1ccccc1)c1snc2c(=O)[nH]cnc12	-20%	0%	2%	?	-8%	0%	-2%	0%	0%	0%
8	CN1CCN(C(=O)NCC23CC4CC(CC(C4)C2)C3)CC1	-1%	10%	7%	-9%	2%	-3%	3%	-1%	7%	3%
9	CN(CCOc1ccccc1)Cc1nc2cc(Cl)ccc2c(=O)[nH]1	0%	-4%	4.5µM*	-3%	?	3%	-2%	-3%	-5%	-5%
10	O=C1CSC(=Nc2ccccc2[N+](=O)[O-])N1	4%	-3%	1%	?	2%	1%	1%	2%	0%	-2%
11	Cc1cc(C)cc(-n2c(C)cc(/C=N/NC(=O)c3ccncc3)c2C)c1	-5%	-5%	7.1µM*	8%	-8%[10 µM]	1%	0%	24%	-3%	4%
12	COc1ccc(N2CCN(C(=O)CNS(=O)(=O)c3ccc(Br)s3)CC2)cc1	4%&0%	-5%	3%	-9%	28%	8%	-2%	0%	-30%	-6%
13	CCOc1ccc(OCCC(=O)N(CC)CC(=O)NCc2ccc(Cl)cc2)cc1	?	-2%	.	.	.	9%	0%	-7%	6%	-3%
14	CCCCOC(=O)c1ccc(NC(=O)C(=O)NCCN(C)C)cc1	-8%	1%	-2%	-12%	-2%	-16%	2%	2%	50%	0%
15	CS(=O)(=O)c1ccc(C(=O)Nc2cccc(-c3nc4ccccc4[nH]3)c2)cc1	24µM*	-8%	25%	-9%	2%	-3%	1%	10%	-9%	-4%
16	CN(C(=O)c1ccccc1)c1ccc(OCC(=O)NC2CCS(=O)(=O)C2)cc1 (stereo not given)	-9%	-2%	20%	-4%	2%	-8%	7%	27%	-11%	-2%
17	Cc1ccc(S(=O)(=O)CC(=O)NC(C)c2ccccc2)cc1 (stereo not given)	1%	-5%	21%	2%	6%	2%	1%	6%	0%	-1%
18	COc1ccc(CC(=O)N/N=C(\C)CC(=O)Nc2ccc3c(c2)OCCO3)cc1	-3%	-2%	-41%	-1%	18%	.	-5%	1%	-14%	2%
19	COc1ccc(NC(=O)Nc2cccc3c2O[C@@H](CN(C)S(=O)(=O)c2cn(C)cn2)[C@@H](C)CN([C@H](C)CO)C3=O)cc1	.	.	.	.	.	3%	.	30%	-5%	0%
20	Cc1ccc(N2CC(c3nc4ccccc4[nH]3)CC2=O)c(C)c1 (stereo not given)	1%	-4%	-12%	?	4%	-9%	-4%	-5%	0%	-2%
21	CCCOCC(O)CCc1n[nH]c(=S)n1-c1ccccc1 (stereo not given)	0%	-2%	-24%	-12%	-11%	1%	-9%	1%	24%	0%
22	Cc1ccc2[nH]c(=O)c(CN(CCN3CCOCC3)C(=O)Nc3ccccc3F)cc2c1	-2%	-3%	32%	-1%	-12%	-2%	-1%	-3%	-14%	-4%
23	Cc1cc2cc(CN3C(=O)c4ccccc4C3=O)ccc2n1C	-1%	1%	7%	10%[11.5 µM]	-4%	10%	1%	-2%	8%	0%
24	CCCCn1c2ccccc2c2nnc(SCC(=O)NC3=NN=C(c4ccccc4)CS3)nc21	-11%	-1%	?	24%	?	.	3%	?	.	-9%
25	CC(=O)N1CCN(c2ccc(N=Cc3c(O)n(Cc4ccccc4)c(=O)[nH]c3=O)cc2)CC1	1%	0%	44%	5%	-13%	-10%	-6%	-1%	-30%	-1%
26	CN(C)CCNC(=O)COc1cccc(Cl)c1	0%	0%	15%	3%	-4%	7%	9%	-3%	4%	5%
27	COC(=O)c1cc(NC(=O)C2(S(=O)(=O)c3ccc(Cl)cc3)CC2)cc(C(=O)OC)c1	-2%	3%	3%	.	-6%	-4%	0%	-3%	-20%	5%
28	CN(C)CCCNC(=O)c1ccc(-c2ccccc2)cc1	5%	4%	0%	-8%	-1%	3%	-4%	1%	-13%	1%
29	Cc1cc(C(=O)O)c(C)n1-c1ccccc1	5%	4%	-23%	-6%	10%	-2%	-1%	1%	-21%	1%
30	CCOC(=O)c1[nH]c(CSc2nnnn2-c2ccccc2C)c(C(=O)OCC)c1C	-1%	1%	3%	-6%	-1%	2%	-3%	-3%	-24%	-4%
31	N#C/C(=C/c1cccn1-c1cccc(C(=O)O)c1)c1ccc(F)cc1	?	-2%	21%	-3%	-2%	8%	1%	7%	18%	-1%
32	COc1ccc(NC(=O)CSc2nnc(CNc3ccc(F)cc3)o2)c(OC)c1	-2%	-1%	-4%	-6%	2%	-4%	28%	-4%	-7%	-1%
33	Cc1cc(C(=O)NNC(=O)c2ccccc2[N+](=O)[O-])c(C)o1	?	18%	.	.	.	0%	23%	?	42%	11%
34	CCc1ccc(C(=O)CSc2nc(N)cc(=O)[nH]2)cc1	2%	5%	-7%	-4%	2%	1%	-2%	2%	1%	-3%
35	O=c1c2sc(-c3ccccc3)cc2nc2n1CCC2	1.3µM*	0.56µM*	2.5µM*	?	?	-9%	0.45µM*	35%	-51%	?
36	CCOC(=O)N1CCN(S(=O)(=O)c2cc(Br)cc3c2N(C(=O)C2CC2)CC3)CC1	1%	1%	-17%	-1%	-9%[0.365 µM]	5%	-4%	-3%	-9%	3%
37	COc1ccc(-c2nnc3ccc(SCC(=O)Nc4nccs4)nn23)cc1OC	2%	-3%	?	?	-2%	-2%	-1%	1%	-11%	1%
38	CCCNC(=O)N1CCC(c2nc3ccccc3s2)CC1	0%	-2%	15%	1%	-5%	6%	-3%	0%	10%	-8%
39	CC(C)CCN1CCNC(=O)C1CC(=O)N(C)CCCN1CCOCC1 (stereo not given)	0%	-1%	2%	3%	-3%	8%	0%	0%	0%	1%
40	CCOc1ccccc1N1C(=O)CN(Cc2ccc(OC)c(OC)c2)C1=S	-8%	-3%	0%	-8%	1%	-1%	-5%	-8%	-1%	0%

# As a short view, part of the list above:
no.	structure	FLuc modulator	NPC1 promoter act	RORgamma inh	MBNL1 CUG block	VP16 counter	uPA surface inh	Rab9 promoter act	p53 reactivation	BRCA1 expr up	ELG1 genotoxic
33	Cc1cc(C(=O)NNC(=O)c2ccccc2[N+](=O)[O-])c(C)o1	?	18%	.	.	.	0%	23%	?	42%	11%
34	CCc1ccc(C(=O)CSc2nc(N)cc(=O)[nH]2)cc1	2%	5%	-7%	-4%	2%	1%	-2%	2%	1%	-3%
35	O=c1c2sc(-c3ccccc3)cc2nc2n1CCC2	1.3µM*	0.56µM*	2.5µM*	?	?	-9%	0.45µM*	35%	-51%	?
36	CCOC(=O)N1CCN(S(=O)(=O)c2cc(Br)cc3c2N(C(=O)C2CC2)CC3)CC1	1%	1%	-17%	-1%	-9%[0.365 µM]	5%	-4%	-3%	-9%	3%
37	COc1ccc(-c2nnc3ccc(SCC(=O)Nc4nccs4)nn23)cc1OC	2%	-3%	?	?	-2%	-2%	-1%	1%	-11%	1%
38	CCCNC(=O)N1CCC(c2nc3ccccc3s2)CC1	0%	-2%	15%	1%	-5%	6%	-3%	0%	10%	-8%
39	CC(C)CCN1CCNC(=O)C1CC(=O)N(C)CCCN1CCOCC1 (stereo not given)	0%	-1%	2%	3%	-3%	8%	0%	0%	0%	1%
40	CCOc1ccccc1N1C(=O)CN(Cc2ccc(OC)c(OC)c2)C1=S	-8%	-3%	0%	-8%	1%	-1%	-5%	-8%	-1%	0%
